FUS suppressor = qHTS for Suppressors of FUS Proteinopathy: Primary screen using FUS-linked yeast assay; S. cerevisiae FUS-expressing, growth rescue, OD600, 24 h; Potency, µM (highest dose often 76.6 µM), for inactives: at the highest dose growth rescue (activation), usual class: activators; 0.24% of 390,000 active; AID 1347120, 2019;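 further: potency means the concentration at half of the fitted maximal effect; plate controls were DMSO vehicle for no effect and reference control for full effect; nearly all actives have a fitted effect of over 55% in size; some results filed as inactive show a strong effect at the top dose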
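Toxicity suppression screen in FUS-yeast. Cells induced with 2% galactose, starting OD 0.005, treated 24hr at 30C with compounds at multiple final concentrations; growth by OD600.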
GLP-1R agonist = qHTS of GLP-1 Receptor Agonists. Glucagon-like peptide 1 receptor (Homo sapiens), P43220. HEK293 GLP-1R CRE-luciferase, luminescence, 4-6 h; cells express a hypersensitive GLP-1R form. Potency, µM (titrated, usually from 45.6 µM), inactives show top-dose activation, usual class: activators. 0.007% of 380,000 active; further: potency means the concentration at half of the fitted maximal effect; % of control where 0% means no effect
Target sequence (P43220 whole entry, looked up): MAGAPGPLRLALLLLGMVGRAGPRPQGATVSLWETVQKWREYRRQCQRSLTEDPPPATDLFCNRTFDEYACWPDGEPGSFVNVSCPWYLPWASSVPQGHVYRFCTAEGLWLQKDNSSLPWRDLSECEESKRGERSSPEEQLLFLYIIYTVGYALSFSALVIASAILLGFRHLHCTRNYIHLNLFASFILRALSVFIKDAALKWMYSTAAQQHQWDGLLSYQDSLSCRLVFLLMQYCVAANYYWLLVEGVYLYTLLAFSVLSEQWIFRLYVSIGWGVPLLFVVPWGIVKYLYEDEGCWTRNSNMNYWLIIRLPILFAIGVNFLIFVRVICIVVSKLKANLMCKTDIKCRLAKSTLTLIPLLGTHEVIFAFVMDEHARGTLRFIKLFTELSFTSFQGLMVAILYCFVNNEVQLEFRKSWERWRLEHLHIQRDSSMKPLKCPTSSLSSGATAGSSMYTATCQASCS
Akt phos inh = HTS Assay for Inhibitors of Akt Phophorylation: Primary Screen. 0.32% of 360,000 active. Neuro2A IGF-stimulated pAkt S473 HTRF, 20 min; active compounds read low. activity change, % for hits at 50 µM; in the data active means activity change below about -80%; inconclusive means mostly about -51% to -80%; further: on the % scale 0 is the no-effect control and ±100 the full control effect
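Neuro2A cells (4,500/well, DMEM with 0.5% FBS) were treated with compound at a single 50 µM final concentration, stimulated with 6 nM IGF for 20 min at 37 °C, and lysed. Phospho-Akt Ser473 was read by HTRF as 665/615 ratio ×10^4.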
TDP43 rescue = qHTS of TDP-43 Inhibitors | TDP-43 expressing yeast growth rescue, BacTiter-Glo, 24 h | Potency, µM (highest dose often 46.1 µM), without a hit: top-dose growth rescue (activation), most hits filed as activators | 1.8% of 410,000 active | AID 652104, 2013; further: potency means the concentration at half of the fitted maximal effect; % of control where 0% means no effect; nearly all actives have a fitted effect of over 50% in size
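Yeast expressing TDP-43 (pregrown in raffinose, seeded at OD600=0.02 in galactose medium) exposed to compounds 24 hr at 30 deg C. Growth read by BacTiter-Glo luminescence; rescue of toxicity appears as increased signal.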
PTHR1 agonist = qHTS for PTHR1 Agonists: Primary Screen | Parathyroid hormone/parathyroid hormone-related peptide receptor (Homo sapiens), Q03431 | HEK293 GP2 PTHR1 cells, GloSensor cAMP luminescence, 1 h | Potency, µM (titrated, usually from 115 µM), for the others: top-dose activation, actives largely listed as activators | 0.075% of 410,000 active; further: potency means the concentration at half of the fitted maximal effect; nearly all actives have a fitted effect of over 55% in size; some results filed as inactive show a strong effect at the top dose; inactives centre near -15; many of its hits are not listed in these tables
Target sequence (Q03431 whole entry, looked up): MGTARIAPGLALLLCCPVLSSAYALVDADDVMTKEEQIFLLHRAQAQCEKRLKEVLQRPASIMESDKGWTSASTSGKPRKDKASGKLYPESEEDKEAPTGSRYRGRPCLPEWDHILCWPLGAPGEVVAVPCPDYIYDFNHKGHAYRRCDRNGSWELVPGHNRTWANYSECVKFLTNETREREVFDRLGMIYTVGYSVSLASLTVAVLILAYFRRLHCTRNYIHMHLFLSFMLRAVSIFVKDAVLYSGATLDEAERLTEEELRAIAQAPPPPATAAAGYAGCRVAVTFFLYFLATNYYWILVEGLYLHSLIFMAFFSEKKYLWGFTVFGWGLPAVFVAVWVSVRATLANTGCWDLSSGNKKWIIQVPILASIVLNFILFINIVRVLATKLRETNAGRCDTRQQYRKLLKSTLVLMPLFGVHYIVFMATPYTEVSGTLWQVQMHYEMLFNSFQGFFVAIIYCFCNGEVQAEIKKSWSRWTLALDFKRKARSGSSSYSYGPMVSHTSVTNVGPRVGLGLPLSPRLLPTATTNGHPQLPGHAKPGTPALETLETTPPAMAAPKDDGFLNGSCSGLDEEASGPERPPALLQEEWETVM
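HEK-293-derived GP2 cells expressing PTHR1 and a GloSensor cAMP reporter, 3,000/well, plated overnight, given luciferin plus IBMX (each 0.5 mM as added) for 1 h at 37 °C, then compound for 1 h at 37 °C. Luminescence was read after 15 min at room temperature.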
D3 antag = qHTS of D3 Dopamine Receptor Antagonist: qHTS. D3R cells, DiscoveRx beta-arrestin luminescence, antagonist mode; active compounds read low. max response, negative = inhibition, %. 2.5% of 360,000 active. AID 652054, 2013; in the data active means max response below about -50%; inconclusive means no clear call, values can overlap the other calls; further: on the % scale 0 is the no-effect control and ±100 the full control effect; mostly tested at two doses, the higher about 12 µM
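Cells expressing the human receptor were seeded at 1500 cells/well, incubated overnight at 37 degrees C in 5% CO2, then exposed to library compounds with dopamine controls for 90 minutes at 37 degrees C before luminescent detection.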
Abeta rescue = qHTS for compounds that reverse cellular toxicity of Amyloid beta (A-beta) peptide in yeast: Primary Screen. Potency, µM (doses to about 46.1 µM), inactives show at the top dose growth rescue, actives largely listed as activators. yeast expressing A-beta42, growth rescue, OD600, 48 h; response scale: 0% DMSO, 100% iron-clioquinol control. 0.063% of 410,000 active; further: potency means the concentration at half of the fitted maximal effect; nearly all actives have a fitted effect of over 55% in size
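Yeast A-beta toxicity model in growth medium with pinned compounds, 48 h at 30 C; growth read as absorbance at 600 nm. Normalized to FeCl3/clioquinol equimolar mix (positive) and DMSO (negative).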
GLP1R inv ag = qHTS of GLP-1 Receptor Inverse Agonists (Inhibition Mode) | 1.6% of 410,000 active | HEK293 GLP-1R CRE-luciferase, luminescence, 24 h; GLP-1R form is constitutively active | Potency, µM (highest dose often 38.3 µM), for the others: at the highest dose activity change, negative = inhibition, usual class: inhibitors | AID 624417, 2012; further: potency means the concentration at half of the fitted maximal effect; on the % scale 0 is the no-effect control and ±100 the full control effect; nearly all actives have a fitted effect of over 55% in size
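qHTS in 1536-well format: reporter HEK293 cells expressing constitutive GLP-1R activity in DMEM + 10% Nu serum, 24 hr with compounds at 37 deg C, luminescence read after 12 min with detection reagent.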
aSyn rescue = qHTS of alpha-syn Inhibitors; Yeast expressing alpha-synuclein, growth rescue, BacTiter-Glo, 24 h; Potency, µM (doses to about 46.1 µM), inactives show top-dose growth rescue (activation), actives largely listed as activators; 0.14% of 370,000 active; AID 652106, 2013; further: potency means the concentration at half of the fitted maximal effect; % of control where 0% means no effect; nearly all actives have a fitted effect of over 65% in size
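Screening used galactose-induced yeast with toxic alpha-synuclein levels, exposed to compound for 24 hr at 30 deg C. Cell growth, read with BacTiter-Glo luminescence, gave the measured signal.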
Starred values were filed as active, the others as inactive; i = inactive; ? = inconclusive; . = no result given; [ ] = remark or other dose. Unless noted, the call rests on the fitted dose curve; in most records, active means well fitted curve in the direction sought with a large enough effect; inconclusive means small, poorly fitted or top-dose-only effect, or another doubt; inactive means no such curve, though single readings can be large; an effect the other way counts as inactive or inconclusive.

cpd	Molecule	FUS suppressor	GLP-1R agonist	Akt phos inh	TDP43 rescue	PTHR1 agonist	D3 antag	Abeta rescue	GLP1R inv ag	aSyn rescue
1	Cc1cc(C(=O)N2CCC2(C)C(=O)NCC(C)(C)C)nn1C (stereo unspecified)	-18%	-7%	i	8%	-21%	13	-4%	-19%	0%
2	CCOc1ccccc1NC(=O)NCCn1c(=O)oc2ccc(C)cc21	7%	.	.	17%	i	.	7%	-15%	.
3	CCOC(=O)c1cc(-c2sc(NC(=O)c3ccccc3)nc2C)n(Cc2ccccc2)n1	?	3%	i	9%	-35%	28	7%	?	-17%
4	O=C1C(=O)N(CC2CCCO2)C(c2ccco2)/C1=C(/O)c1ccc(F)cc1 (stereo unspecified)	27%	-1%	i	10%	i	-11	-6%	-3%	0%
5	O=C(c1cccc(Cl)c1)N1CCN(Cc2c[nH]c3ccccc23)CC1	2%	10%	i	-11%	i	1	-13%	?	-3%
6	COc1ccc(/C=C/CN2CCCC(C(=O)c3cc(F)ccc3F)C2)cc1 (stereo unspecified)	19%	7%	i	-20%	-18%	?	13%	?	-2%
7	CN1CCN(C(=O)C2Cc3c(-c4ccc5c(c4)OCO5)ccnc3O2)CC1 (stereo unspecified)	-14%	-9%	i	14%	-26%	-7	-25%	3%	-4%
8	COc1ccc(NC(=O)CN(C)C(=O)c2cccc(-n3cccc3)c2)cc1	16%	12%	i	0%	i	-13	20%	?	-3%
9	CCCC/C(O)=N\S(=O)(=O)c1ccc(N=NN(C)C)cc1	7%	-6%	i	-4%	-10%[57.5 µM]	17	-4%	0%	3%
10	COc1ccc(NC(=S)N2CCC(c3ccc(C)cc3)C2)cc1 (stereo unspecified)	17%	17%	i	8%	-3%	18	?	?	9%
11	COc1cccc(N=CC2=C(O)CCCC2=O)c1	-6%	0%	i	-16%	i	-12	-17%	-30%	6%
12	CCCN(Cc1ccccc1)S(=O)(=O)c1ccc(N2C(=O)CCC2=O)cc1	-13%	8%	.	1%	i	23	5%	4%	13%

Arranged by the number under PTHR1 agonist (high to low): three of the compounds above
# | SMILES | PTHR1 agonist
6 | COc1ccc(/C=C/CN2CCCC(C(=O)c3cc(F)ccc3F)C2)cc1 (stereo unspecified) | -18%
7 | CN1CCN(C(=O)C2Cc3c(-c4ccc5c(c4)OCO5)ccnc3O2)CC1 (stereo unspecified) | -26%
3 | CCOC(=O)c1cc(-c2sc(NC(=O)c3ccccc3)nc2C)n(Cc2ccccc2)n1 | -35%

(list continues)
cpd	Molecule	FUS suppressor	GLP-1R agonist	Akt phos inh	TDP43 rescue	PTHR1 agonist	D3 antag	Abeta rescue	GLP1R inv ag	aSyn rescue
13	Cc1occc1C(=O)Nc1cc(C(C)(C)C)on1	1%	6%	i	0%	-46%	-9	-12%	0%	-17%
14	COc1cccc(NC(=O)C(c2ccccc2)N2CCCC2)c1 (stereo unspecified)	11%	0%	i	-7%	-6%	-29	9%	2%[7.66 µM]	-5%
15	CC(=O)OC(C#CCN1CCOCC1)c1ccccc1 (stereo unspecified)	5%	-5%	.	-7%	-38%[inhibitor]	-17	-3%	10%	.
16	Cc1nnc(SCC(=O)NCC(=O)Nc2ccc(F)c(F)c2F)n1Cc1ccccc1	16%	0%	i	3%	-30%[inhibitor]	2	10%	5%	4%
17	Cn1nc(C(F)(F)F)c(-c2ccc(Br)cc2)c1NC(=O)C1CCC1C(=O)O (stereo unspecified)	-3%	7%	i	-7%	-3%	2	4%	6%	2%
18	COc1ccc(Cl)cc1C(=O)NCC(c1ccc(N(C)C)cc1)N1CCOCC1 (stereo unspecified)	-26%	.	.	17%	i	.	-8%	10%	.
19	COc1ccc(S(=O)(=O)N/N=C\c2ccc([N+](=O)[O-])o2)c(OC)c1	.	0%	i	?	-15%	-6	-71%[inhibitor]	13%	7%
20	COCc1c(C(=O)OC/C(O)=C(\C#N)c2nc3ccccc3[nH]2)oc2ccccc12	1%	0%	i	1%	-22%	1	-6%	120%[activator]	5%
21	CCOc1ccc(CCNC(=O)c2cc(C)nc3c2c(C)nn3-c2cccc(F)c2)cc1	-8%	.	.	0%[9.22 µM]	-17%	.	9%	4%	.
22	COn1c(=O)c(-c2ccc(Cl)cc2)[n+]([O-])c2ccccc21	-9%	-6%	i	4%	i	16	14%	1%	-10%
23	Cc1cc(C)cc(-n2nnc(C(=O)NCc3ccccc3Cl)c2N)c1	11%	0%	i	9%	i	1	-4%	28%	0%
24	Cc1ccc(CNC(=O)c2cc(=O)c3cc(C)c(C)cc3o2)cc1	0%	.	.	0%	i	.	-13%	2%	.

Structural class, those above containing an aryl methoxy group (seven)
cpd	Molecule	FUS suppressor	GLP-1R agonist	Akt phos inh	TDP43 rescue	PTHR1 agonist	D3 antag	Abeta rescue	GLP1R inv ag	aSyn rescue
6	COc1ccc(/C=C/CN2CCCC(C(=O)c3cc(F)ccc3F)C2)cc1 (stereo unspecified)	19%	7%	i	-20%	-18%	?	13%	?	-2%
8	COc1ccc(NC(=O)CN(C)C(=O)c2cccc(-n3cccc3)c2)cc1	16%	12%	i	0%	i	-13	20%	?	-3%
10	COc1ccc(NC(=S)N2CCC(c3ccc(C)cc3)C2)cc1 (stereo unspecified)	17%	17%	i	8%	-3%	18	?	?	9%
11	COc1cccc(N=CC2=C(O)CCCC2=O)c1	-6%	0%	i	-16%	i	-12	-17%	-30%	6%
14	COc1cccc(NC(=O)C(c2ccccc2)N2CCCC2)c1 (stereo unspecified)	11%	0%	i	-7%	-6%	-29	9%	2%[7.66 µM]	-5%
18	COc1ccc(Cl)cc1C(=O)NCC(c1ccc(N(C)C)cc1)N1CCOCC1 (stereo unspecified)	-26%	.	.	17%	i	.	-8%	10%	.
19	COc1ccc(S(=O)(=O)N/N=C\c2ccc([N+](=O)[O-])o2)c(OC)c1	.	0%	i	?	-15%	-6	-71%[inhibitor]	13%	7%

The list continues.
cpd	Molecule	FUS suppressor	GLP-1R agonist	Akt phos inh	TDP43 rescue	PTHR1 agonist	D3 antag	Abeta rescue	GLP1R inv ag	aSyn rescue
25	COc1ccc(OC)c(NC(=O)COC(=O)C2CCN(C(=O)c3ccc(Cl)cc3)CC2)c1	28%	3%	i	22%	i	10	0%	6%	-2%
26	CC(C)CC(=O)NCCCN1CCN(CCCNC(=O)CC(C)C)CC1	19%	-1%	i	26%	i	-14	0%	0%	1%
27	CCc1ccc(-n2c(=O)c3c4c(sc3n(Cc3ccccc3C#N)c2=O)CCCC4)cc1	-7%	.	.	3%	-3%	.	-14%	-4%	.
28	Cc1cc(SCC(=O)c2ccccc2)n2nc(C)nc2n1	12%	2%	i	6%	15%	-3	-5%	-13%	0%
29	CCCC[n+]1c2ccccc2cc2ccccc21	-20%	-4%	i	?	-46%[inhibitor]	-94*	0%	?	-7%
30	Cc1ccc(S(=O)(=O)N2CCCC2C(=O)Nc2ccc(O)cc2)cc1 (stereo unspecified)	-13%	9%	i	0%	5%	2	10%	5%	4%
31	COc1cc(OC)cc(C(=O)Nc2cc(-c3nc4cccnc4s3)ccc2C)c1	-12%	.	.	19%	-44%	.	-12%	-1%	.
32	COc1ccc(-n2nc(C(=O)NCC(=O)N3CCN(c4ccccn4)CC3)c3ccccc3c2=O)cc1	10%	-3%	i	11%	-24%	34	7%	0%	-6%
33	Cc1ccc(-n2c(SCC(N)=O)nnc2-c2ccccn2)cc1C	36%	8%	i	-13%	i	-16	5%	0%	-4%
34	Cc1noc(C)c1C(=O)N1CCN(c2ccccc2O)CC1	.	-3%	i	-13%	-18%	-8	0%	0%	-3%
35	Cc1noc(C)c1NC(=O)N(C)C[C@H]1Oc2ccc(NS(=O)(=O)c3c(C)noc3C)cc2C(=O)N([C@H](C)CO)C[C@@H]1C	-3%	17%	i	0%	-8%	-5	22%	-4%	0%
36	CCOC(=O)c1sc2nc(CC(=O)OC)nc(NCc3ccc(Cl)cc3)c2c1C	27%	-8%	i	-14%	-12%[57.5 µM]	?	-4%	-12%	1%
37	CCOc1ccc(NS(=O)(=O)c2ccc(C(=O)N(C)CC(=O)Nc3ccc(C)cc3)cc2)cc1	?	1%	i	11%	-15%	0	5%	?	-1%
38	O=C(Nc1ccc(N2CCOCC2)cc1)Nc1ccc2nsnc2c1	11%	6%	i	-26%[9.22 µM]	-10%	0	-19%	11%	-12%
39	COc1ccc(CSc2nc(CSC)cc(N3CCOCC3)n2)cc1	12%	38%	i	3%	i	11	-31%[inhibitor]	-17%	-1%
40	COC(=O)c1ccc(Cl)c(NC(=O)CSc2nnc(-c3ccncc3)o2)c1	12%	-1%	i	19%	i	3	0%	-11%	0%
41	COCCNS(=O)(=O)c1cccc2cccnc12	-24%	1%	i	17%	-26%	0	12%	-8%	3%
42	COc1ccc(S(=O)(=O)NCCc2cn3nc(C)c(C)nc3n2)cc1F	16%	9%	i	8%	i	1	-10%	4%	1%
43	Cc1cc(-c2nc(C)c(C(=O)NN)s2)no1	11%	9%	i	-1%	i	4	-8%	-32%	-9%

Screens (PubChem)

The list is partial; rates above refer to the full screens.
